High-throughput results: PubChem BioAssay, several laboratories
GALR2 antag: blocks the human galanin receptor 2; O43603; GALR2-expressing cells, antagonist mode; inhibition, % at 4 µM; actives 0.39% (n = 140,000); in the data active = inhibition above about 27%;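 note: cells stimulated with galanin 1-16 at roughly its EC80; 0% = agonist challenge control and 100% = basal control without agonist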
Target sequence (O43603 whole entry, looked up): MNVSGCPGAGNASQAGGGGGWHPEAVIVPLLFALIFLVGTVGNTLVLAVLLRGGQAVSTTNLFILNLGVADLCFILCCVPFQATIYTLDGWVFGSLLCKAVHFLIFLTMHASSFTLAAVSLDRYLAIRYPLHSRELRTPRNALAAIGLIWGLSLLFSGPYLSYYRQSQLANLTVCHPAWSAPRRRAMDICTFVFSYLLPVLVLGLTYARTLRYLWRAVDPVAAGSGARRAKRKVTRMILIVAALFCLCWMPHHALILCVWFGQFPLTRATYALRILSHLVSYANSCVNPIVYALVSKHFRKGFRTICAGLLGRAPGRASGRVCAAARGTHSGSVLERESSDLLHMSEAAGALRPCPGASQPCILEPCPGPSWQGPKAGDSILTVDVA
Measles CPE: protection of cells from measles virus; Measles virus-infected cells, CPE protection, absorbance; protection (pct of control), % at 4 µM; actives 1.5% (n = 140,000); AID 841; in the data active = protection mostly above about 24%, no sharp cut-off; inactive = mostly below about 26%; note: some compounds called inactive have numbers as strong as hits
PTEN del growth: suppresses growth of cells with PTEN deletion; HCT116 PTEN-null viability, CellTiter-Glo, 60 h; hits give low values; viability, % at 10 µM; actives 1.2% (n = 140,000); AID 827;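 active = viability at or below a set limit, 4 SD under the median of all tested compounds, cut at about 3.7% in these data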;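 note: PTEN knockout HCT116 line with beta catenin targeted HCT116 as companion control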
Yeast life ext: extends the lifespan of yeast; S. cerevisiae growth with nicotinamide, OD615; deaD strain in restrictive glucose medium; inhibition of the nicotinamide effect, % at 10 µM; actives 0.68% (n = 130,000); AID 775;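 active = inhibition above a set limit, placed 3 SD over the median of all compounds, cut at about 26% in these data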;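 note: 0% = nicotinamide-treated wells and 100% = cells grown without nicotinamide; some compounds called inactive have numbers as strong as hits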
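Assay system: DeaD-strain S. cerevisiae. Medium: CSMM-D glucose medium, restrictive. Reagent: nicotinamide, 1.5 mM, co-present with compound. Compound: 10 µM single point, 0.25% DMSO. Schedule: culture preincubation 4 h, compound exposure 48 h, both 30 °C. Detection: absorbance at 615 nm.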
HCT116 bCat-KO: beta-catenin-lacking colon tumor cell growth suppression. actives 1.5% (n = 140,000). HCT116 beta-catenin knockout viability, CellTiter-Glo, 60 h; hits give low values. viability, % at 10 µM;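 active = viability at or under a set limit, the compound median less 4 SD, cut at about 6% in these data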;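 note: 0% = Hyamine 1622 control at 20 µM and 100% = untreated cell control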
MRP1 act: activators of MRP-1; H69AR cells + doxorubicin, viability rescue, CellTiter-Glo; viability increase, % at 10 µM; actives 0.61% (n = 140,000);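 active = viability gain under doxorubicin at or above a set limit, the compound median plus 3 SD, cut at about 4.7% in these data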;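 note: MRP-1 overexpressing cells given doxorubicin 25 µM after compound pretreatment; 18-22 h compound pretreatment then 72 h with doxorubicin before readout; 0% = doxorubicin-only wells and 100% = vehicle-treated cells without doxorubicin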
E-sel TNF inh: TNF alpha driven E-selectin expression inhibition; HUVEC TNFa-induced E-selectin immunofluorescence, high content; inhibition, % at 2 µM; actives 0.71% (n = 120,000); AID 1246;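 active = inhibition above the batch mean plus 3 SD, and confirmed as a hit on visual image review, cut at about 43% in these data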;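 note: 0% = TNF-stimulated DMSO wells and 100% = unstimulated control wells; not every result past the cut was called active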
Phagocytosis inh: inhibitors of macrophage phagocytosis. J774A.1 macrophage IgG-bead phagocytosis, imaging. inhibition, % at 5 µM. actives 0.07% (n = 110,000);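 active = inhibition above the mean of the plate negative controls plus 5 SD, cut at about 13% in these data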;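 note: phagocytic index as fraction of beads internalized from green versus red external bead signal; plate controls were DMSO negative control for no effect and cytochalasin-D positive control for full effect; some results beyond the cut were filed as inactive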
Yeast growth inh: yeast BB579 growth reduction in restrictive medium. S. cerevisiae BB579 growth, OD615, 48 h. actives 0.51% (n = 140,000). inhibition, % at 10 µM;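 active = inhibition above a set limit, 3 SD over the mean compound inhibition, cut at about 44% in these data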; note: inactives centre near -24
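Test system: Saccharomyces cerevisiae DeaD strain BB579, replicative lifespan model yeast | Buffer or medium: Restrictive CSMM-D medium | Doses: One dose, 10 µM compound with 0.25% DMSO | Incubation: 48 h exposure, 30 °C | Detection: Culture absorbance at 615 nm | Control set: Amphotericin B at 10 µg/mL as positive control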
NPY Y2 blocker: blocks the human neuropeptide Y Y2 receptor; P49146; NPY-Y2 expressing cells, antagonist mode; inhibition, % at 2.7 µM; actives 0.99% (n = 140,000); in the data active = inhibition above about 17%;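 note: 0% = vehicle with agonist challenge and 100% = reference antagonist with challenge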
Target sequence (P49146 whole entry, looked up): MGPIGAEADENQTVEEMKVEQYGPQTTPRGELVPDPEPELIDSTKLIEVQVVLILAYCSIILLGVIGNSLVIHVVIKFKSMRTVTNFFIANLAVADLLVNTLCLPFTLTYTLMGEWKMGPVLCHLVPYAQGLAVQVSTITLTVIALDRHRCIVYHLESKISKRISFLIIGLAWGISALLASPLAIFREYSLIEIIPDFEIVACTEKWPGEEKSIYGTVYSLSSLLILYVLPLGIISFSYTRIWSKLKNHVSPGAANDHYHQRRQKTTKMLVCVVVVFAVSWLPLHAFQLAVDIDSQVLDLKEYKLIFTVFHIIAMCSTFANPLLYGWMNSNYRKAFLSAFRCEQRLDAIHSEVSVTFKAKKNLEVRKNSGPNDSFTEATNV
* = called active by the depositor.

What do the screens show for `O=C(/C=C/c1ccc2c(c1)OCO2)c1ccc(F)cc1`?
GALR2 antag: 2; Measles CPE: 25; PTEN del growth: 36; Yeast life ext: -5; HCT116 bCat-KO: 46; MRP1 act: -3.4; E-sel TNF inh: -2; Yeast growth inh: -14; NPY Y2 blocker: 5

How did O=C(N/C(=C\c1cn(-c2ccccc2)nc1-c1ccccc1)C(=O)N1CCOCC1)c1ccccc1 do in these assays?
GALR2 antag: 7; Measles CPE: 5; PTEN del growth: 78; Yeast life ext: -1; HCT116 bCat-KO: 93; MRP1 act: -0.8; Phagocytosis inh: -8; Yeast growth inh: -17; NPY Y2 blocker: 6

Results for COc1ccccc1C(=O)n1nc(C)cc1C ?
GALR2 antag: 5; Measles CPE: 19; PTEN del growth: 89; Yeast life ext: -5; HCT116 bCat-KO: 95; MRP1 act: 0.1; E-sel TNF inh: -3; Phagocytosis inh: 0; Yeast growth inh: -15; NPY Y2 blocker: -1

Results for COc1ccccc1CNC(=O)c1cc2c(C)nn(Cc3ccc(F)cc3)c2s1 ?
GALR2 antag: -2; Measles CPE: 7; PTEN del growth: 70; Yeast life ext: -26; HCT116 bCat-KO: 78; MRP1 act: -2.0; E-sel TNF inh: 20; Phagocytosis inh: -1; Yeast growth inh: -22; NPY Y2 blocker: -2

Results for C=CCn1c(=O)n(CCOC)c(=O)c2sc3ccccc3c21 ?
GALR2 antag: 9; Measles CPE: 24; PTEN del growth: 95; Yeast life ext: -7; HCT116 bCat-KO: 82; MRP1 act: -2.6; Phagocytosis inh: -1; Yeast growth inh: 25; NPY Y2 blocker: 2

What do the screens show for `COc1ccccc1NC(=O)CSc1nnnn1C`?
GALR2 antag: -1; Measles CPE: 18; PTEN del growth: 93; Yeast life ext: -10; HCT116 bCat-KO: 99; MRP1 act: -1.8; Phagocytosis inh: -3; Yeast growth inh: -16; NPY Y2 blocker: 2

Results for CCOC(=O)c1c(NC(=O)CSc2nc3ccccc3o2)sc(C(C)=O)c1C ?
GALR2 antag: -4; Measles CPE: 2; PTEN del growth: 67; Yeast life ext: 2; HCT116 bCat-KO: 77; MRP1 act: -2.0; E-sel TNF inh: -9; Phagocytosis inh: -3; Yeast growth inh: -23; NPY Y2 blocker: 11

How did Cc1ccnc(NS(=O)(=O)c2ccc(NC(=O)C34CC5CC(CC(C5)C3)C4)cc2)n1 do in these assays?
GALR2 antag: -1; Measles CPE: 19; PTEN del growth: 96; Yeast life ext: -7; HCT116 bCat-KO: 90; MRP1 act: -2.4; E-sel TNF inh: 8; Phagocytosis inh: 2; Yeast growth inh: -12; NPY Y2 blocker: 4

How did Cc1c(/C=N/NC(=O)C(C)(C)Oc2ccc(Cl)cc2)cnn1C do in these assays?
GALR2 antag: 8; Measles CPE: 14; PTEN del growth: 95; Yeast life ext: -12; HCT116 bCat-KO: 94; MRP1 act: 0.5; E-sel TNF inh: -7; Yeast growth inh: -29; NPY Y2 blocker: 4

How did CC1=N/C(=C\c2ccc([N+](=O)[O-])cc2)C(=O)N1c1ccc(Br)c(C)c1 do in these assays?
GALR2 antag: -1; Measles CPE: 2; PTEN del growth: 81; Yeast life ext: -4; HCT116 bCat-KO: 83; MRP1 act: -3.1; E-sel TNF inh: -5; Yeast growth inh: -11; NPY Y2 blocker: -1

Results for COc1ccc(NC(=O)/C=C/C(=O)O)cc1Cl ?
GALR2 antag: -11; Measles CPE: 5; PTEN del growth: 100; Yeast life ext: -1; HCT116 bCat-KO: 98; MRP1 act: 0.1; Phagocytosis inh: -1; Yeast growth inh: -50; NPY Y2 blocker: -1

Results for O=C(O)C1CCN(c2nc(-c3ccccc3)nc3c2oc2ccccc23)CC1 ?
GALR2 antag: -6; Measles CPE: 15; PTEN del growth: 90; Yeast life ext: -10; HCT116 bCat-KO: 96; MRP1 act: -1.9; E-sel TNF inh: -30; Phagocytosis inh: 0; Yeast growth inh: 5; NPY Y2 blocker: 1

What do the screens show for `CNc1ccc(/C=C/C(=O)c2cccc3ccccc23)cc1[N+](=O)[O-]`?
GALR2 antag: 0; Measles CPE: 5; PTEN del growth: 5; Yeast life ext: -2; HCT116 bCat-KO: 5.3*; MRP1 act: -5.7; E-sel TNF inh: -9; Phagocytosis inh: -3; Yeast growth inh: -25; NPY Y2 blocker: -2

How did CCn1c(=O)c2c(cnn2C)c2ccccc21 do in these assays?
GALR2 antag: -3; Measles CPE: 6; PTEN del growth: 81; Yeast life ext: -8; HCT116 bCat-KO: 92; MRP1 act: -4.9; E-sel TNF inh: 23; Phagocytosis inh: 0; Yeast growth inh: 26; NPY Y2 blocker: 8

How did O=C(COc1ccc(Cl)cc1Cl)NC(=S)N1CCCc2ccccc21 do in these assays?
GALR2 antag: 14; Measles CPE: 3; PTEN del growth: 85; Yeast life ext: -12; HCT116 bCat-KO: 78; MRP1 act: -3.7; E-sel TNF inh: -9; Phagocytosis inh: -1; Yeast growth inh: -5; NPY Y2 blocker: 4

Results for CCCCn1cnc2c(cnn2-c2ccc(Cl)cc2)c1=O ?
GALR2 antag: -4; Measles CPE: 16; PTEN del growth: 82; Yeast life ext: -7; HCT116 bCat-KO: 83; MRP1 act: -1.4; E-sel TNF inh: -38; Yeast growth inh: -40; NPY Y2 blocker: 2

How did O=C(Cc1ccc2cccnc2c1)c1ccc(O)cc1O do in these assays?
GALR2 antag: 2; Measles CPE: 21; PTEN del growth: 115; Yeast life ext: -9; HCT116 bCat-KO: 108; MRP1 act: -1.1; Phagocytosis inh: 0; Yeast growth inh: 19; NPY Y2 blocker: -2

Results for COc1cc2c(cc1OC)CN(C(=O)c1ccc(S(=O)(=O)N3CCCCC3)cc1)CC2 ?
GALR2 antag: -9; Measles CPE: 2; PTEN del growth: 90; Yeast life ext: 4; HCT116 bCat-KO: 80; MRP1 act: -3.0; Phagocytosis inh: -3; Yeast growth inh: -11; NPY Y2 blocker: 1

What do the screens show for `O=C(Nc1cccc(-c2nnc(-c3ccccc3)o2)c1)C1CCCO1` (stereo not given)?
GALR2 antag: 3; Measles CPE: 15; PTEN del growth: 88; Yeast life ext: -14; HCT116 bCat-KO: 105; MRP1 act: -0.8; E-sel TNF inh: -36; Phagocytosis inh: 4; Yeast growth inh: -3; NPY Y2 blocker: 1

Results for N#CC1=C(SCC(=O)c2ccc(Br)cc2)NC2=C(C(=O)CCC2)C1c1ccco1 (stereo not given) ?
GALR2 antag: 23; Measles CPE: 3; PTEN del growth: 20; Yeast life ext: -1; HCT116 bCat-KO: 20; MRP1 act: -2.4; E-sel TNF inh: -24; Phagocytosis inh: 4; Yeast growth inh: -41; NPY Y2 blocker: 6

How did CCCCC(NS(=O)(=O)c1ccc(C)cc1)C(=O)Oc1ccc2c3c(c(=O)oc2c1)CCC3 (stereo not given) do in these assays?
GALR2 antag: -10; Measles CPE: 10; PTEN del growth: 100; Yeast life ext: 0; HCT116 bCat-KO: 101; MRP1 act: 3.9; E-sel TNF inh: -20; Phagocytosis inh: -11; Yeast growth inh: -24; NPY Y2 blocker: 6

How did CCCN(CCC)Cc1cc2ccccc2c2c1COC2 do in these assays?
GALR2 antag: -6; Measles CPE: 13; PTEN del growth: 89; Yeast life ext: -11; HCT116 bCat-KO: 84; MRP1 act: -1.5; E-sel TNF inh: 4; Phagocytosis inh: 0; Yeast growth inh: -32; NPY Y2 blocker: 5

What do the screens show for `C=CCc1ccccc1OCC(CN1CCCCC1)OC(C)=O` (stereo not given)?
GALR2 antag: 0; Measles CPE: 7; PTEN del growth: 103; Yeast life ext: -7; HCT116 bCat-KO: 88; MRP1 act: -1.4; E-sel TNF inh: 8; Phagocytosis inh: -1; Yeast growth inh: -47; NPY Y2 blocker: 3

How did Cc1ccc(CCN2CC(C(=O)NCCCN3CCCCCC3)CC2=O)cc1 (stereo not given) do in these assays?
GALR2 antag: -3; Measles CPE: 10; PTEN del growth: 93; Yeast life ext: -8; HCT116 bCat-KO: 92; MRP1 act: -2.4; E-sel TNF inh: -13; Phagocytosis inh: 0; Yeast growth inh: 23; NPY Y2 blocker: 1

What do the screens show for `O=C(Nc1ccccn1)c1ccc(COc2ccccc2Cl)o1`?
GALR2 antag: -4; Measles CPE: 4; PTEN del growth: 89; HCT116 bCat-KO: 98; MRP1 act: 0.1; E-sel TNF inh: -24; Yeast growth inh: -31; NPY Y2 blocker: 8

How did CCOc1nc(-c2ccccc2)ccc1-c1noc(COC)n1 do in these assays?
GALR2 antag: -13; Measles CPE: 14; PTEN del growth: 57; Yeast life ext: -10; HCT116 bCat-KO: 60; MRP1 act: -0.9; E-sel TNF inh: -3; Yeast growth inh: -17; NPY Y2 blocker: 4

How did Cc1nn(C)c(C)c1S(=O)(=O)N1CCC(C(=O)NC2CCCc3ccccc32)CC1 (stereo not given) do in these assays?
GALR2 antag: 2; Measles CPE: 6; PTEN del growth: 90; Yeast life ext: -8; HCT116 bCat-KO: 97; MRP1 act: -2.6; E-sel TNF inh: 24; Phagocytosis inh: 0; Yeast growth inh: -4; NPY Y2 blocker: 3

Results for COC(=O)C1C(=O)C2=C(CC1C)NC(=O)CC2c1ccccc1 (stereo not given) ?
GALR2 antag: 2; Measles CPE: 15; PTEN del growth: 99; Yeast life ext: -6; HCT116 bCat-KO: 100; MRP1 act: -1.0; E-sel TNF inh: -5; Phagocytosis inh: 0; Yeast growth inh: -65; NPY Y2 blocker: 1

What do the screens show for `C/C(=N\NC(=O)Cc1cccn1C)c1ccc2ccccc2c1`?
GALR2 antag: -8; Measles CPE: 7; PTEN del growth: 86; Yeast life ext: -19; HCT116 bCat-KO: 74; MRP1 act: 1.4; E-sel TNF inh: 25; Phagocytosis inh: 0; Yeast growth inh: -23; NPY Y2 blocker: 4

How did Cn1c2c(c(=O)n(C)c1=O)CN(Cc1ccc(F)cc1)CN2 do in these assays?
GALR2 antag: -1; Measles CPE: 7; PTEN del growth: 98; Yeast life ext: -10; HCT116 bCat-KO: 98; MRP1 act: -2.1; E-sel TNF inh: -3; Phagocytosis inh: -1; Yeast growth inh: -31; NPY Y2 blocker: 0

Results for Cc1ccc(S(=O)(=O)NC(C)C(=O)NC2CCCCCC2)cc1 (stereo not given) ?
GALR2 antag: 3; Measles CPE: 6; PTEN del growth: 100; Yeast life ext: -2; HCT116 bCat-KO: 93; MRP1 act: -1.3; E-sel TNF inh: -2; Phagocytosis inh: 2; Yeast growth inh: -40; NPY Y2 blocker: 0

Results for CCCc1nc2ccccc2n1CCOc1ccccc1 ?
GALR2 antag: -11; Measles CPE: 5; PTEN del growth: 74; Yeast life ext: -3; HCT116 bCat-KO: 82; MRP1 act: -1.3; E-sel TNF inh: -25; Phagocytosis inh: -1; Yeast growth inh: -32; NPY Y2 blocker: 11
